Screens from PubChem BioAssay.
HP1b chromo inh – inhibitors of HP1-beta chromodomain binding to methylated histone tails; P83916; AlphaScreen HP1-beta / biotin-H3K9me3 peptide binding; Potency, µM (highest dose often 114 µM), without a hit: at the top dose activity change, negative = inhibition, actives largely listed as inhibitors; 390,000 tested, 0.56% active; AID 540317; note: potency is the fitted concentration of half-maximal effect; nearly all actives have a fitted effect of over 70% in size; inactives centre near 23
Target sequence (P83916 whole entry, looked up): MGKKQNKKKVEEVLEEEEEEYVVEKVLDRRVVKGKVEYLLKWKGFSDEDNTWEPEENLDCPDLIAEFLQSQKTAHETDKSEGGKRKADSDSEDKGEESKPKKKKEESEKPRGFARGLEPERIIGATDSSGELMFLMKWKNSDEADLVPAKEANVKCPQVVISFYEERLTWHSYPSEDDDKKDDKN
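Compound inhibition of the preformed complex between 50 nM HP1-beta and 50 nM biotinylated H3K9me3 peptide was read by AlphaScreen. Buffer was PBS pH 7.4 with 0.01% Tween-20. Incubations ran 30 min at room temperature, with 10 ug/mL donor/acceptor beads.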
G9a inh – G9a (human) methyltransferase inhibition | G9a H3K9 monomethylation, AlphaScreen, 2 h | AID 504332 | Q96KQ7 | Potency, µM (series often up to 102 µM), inactives show at the top dose activity, negative = inhibition, actives largely listed as inhibitors | 350,000 tested, 8.8% active; note: potency is the fitted concentration of half-maximal effect; % is set by controls: 0 for no effect and ±100 for the full control effect; nearly all actives have a fitted effect of over 75% in size
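Chemiluminescent proximity detection of H3K9 monomethylation, read after 10 min bead incubation in the dark. Reaction: 20 nM G9a, 500 nM biotin-H3K9 peptide, 20 uM SAM cofactor, 2 h, room temperature, following 15 min enzyme-compound preincubation.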
ERG Ets-DNA blk – blocks human ERG Ets domain binding to DNA; fluorescence polarization, His-ERG Ets domain / labelled DNA; P11308; Potency, µM (highest dose often 76.9 µM), for the others: at the top dose FP activity, negative = inhibition, actives largely listed as inhibitors; 370,000 tested, 0.028% active; active = well fitted inhibition curve with a large enough effect in the polarisation, with a control signal flat; inconclusive = small, poorly fitted or top-dose-only effect, or effect the other way, or a change in a side signal; inactive = no such curve, though single readings can be large or run the other way; the % refers to the polarisation;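 note: polarization taken with two DNA probes labelled with fluorescein and Texas red; potency is the fitted concentration of half-maximal effect; % of control where 0% means no effect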
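His-tagged ERG Ets domain (1 uM in the protein solution; 300mM KCl, 50mM Tris-HCl, 1mM EDTA, 1mM DTT, pH 7.5) received compound, then a probe mix of 5 nM fluorescein-DNA and 100nM Texas-615-DNA. Fluorescence polarization was read for both dyes.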
GLS inhibitor – blocks human kidney-isoform glutaminase activity. O94925. GLS enzymatic activity, qHTS titration. Potency, µM (doses to about 45.5 µM), for inactives: top-dose activity change, negative = inhibition, hits mostly inhibitors. 410,000 tested, 0.21% active; note: potency is the fitted concentration of half-maximal effect; % is set by controls: 0 for no effect and ±100 for the full control effect
Target sequence (O94925 whole entry, looked up, canonical isoform): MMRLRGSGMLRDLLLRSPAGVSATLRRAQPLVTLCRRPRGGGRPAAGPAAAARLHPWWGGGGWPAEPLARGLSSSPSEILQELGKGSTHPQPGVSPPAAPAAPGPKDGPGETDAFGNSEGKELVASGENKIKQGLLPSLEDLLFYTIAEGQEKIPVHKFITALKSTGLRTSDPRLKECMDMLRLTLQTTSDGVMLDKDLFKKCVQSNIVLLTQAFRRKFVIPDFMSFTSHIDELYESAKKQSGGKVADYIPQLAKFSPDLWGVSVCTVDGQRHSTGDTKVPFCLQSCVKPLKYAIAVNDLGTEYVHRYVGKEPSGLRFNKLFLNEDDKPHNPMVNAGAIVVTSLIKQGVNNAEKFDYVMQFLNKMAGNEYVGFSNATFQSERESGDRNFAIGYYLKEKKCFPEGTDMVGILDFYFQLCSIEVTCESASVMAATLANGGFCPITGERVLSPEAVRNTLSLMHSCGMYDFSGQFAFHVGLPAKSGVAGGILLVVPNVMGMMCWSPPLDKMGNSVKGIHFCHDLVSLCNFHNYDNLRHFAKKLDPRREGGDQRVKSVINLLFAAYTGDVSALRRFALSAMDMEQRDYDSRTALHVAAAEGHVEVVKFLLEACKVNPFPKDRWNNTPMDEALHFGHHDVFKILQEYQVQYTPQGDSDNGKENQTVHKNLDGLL
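Read-out is an Amplex red fluorescence increase coupled through glutamate oxidase and HRP, measured before and after 30 min room-temperature incubation. hKGA is in 45 mM KH2PO4 (pH 8.2) with 0.02% Tween-20; glutamine added as 1mM solution.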
BAZ2B inh – BAZ2B (human) inhibition | Q9UIF8 | AlphaScreen BAZ2B-H3K14Ac peptide displacement | AID 504333 | 360,000 tested, 4.4% active | Potency, µM (titrated, usually from 114 µM), for inactives: top-dose activity change, negative = inhibition, most hits filed as inhibitors; note: potency is the fitted concentration of half-maximal effect; % is set by controls: 0 for no effect and ±100 for the full control effect; nearly all actives have a fitted effect of over 60% in size
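BAZ2B (50 nM) with biotin-H3(5-23)K14Ac peptide (50 nM) in PBS pH 7.4, 0.01% Tween-20, preformed 30 min, then compound 30 min at room temperature; top concentration 110uM. AlphaScreen streptavidin donor/nickel chelate acceptor beads (10 ug/mL final), 20 min dark, signal read.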
JMJD2A Tudor – JMJD2A Tudor domain (human) inhibition; AlphaScreen JMJD2A-Tudor / H3K4me3 peptide binding; Potency, µM (titrated, usually from 114 µM), for the others: at the highest dose activity change, negative = inhibition, hits mostly inhibitors; 390,000 tested, 4.4% active; AID 504339; note: potency is the fitted concentration of half-maximal effect; % is set by controls: 0 for no effect and ±100 for the full control effect; nearly all actives have a fitted effect of over 50% in size
PI4K2A block – blocks human PI4K2A kinase activity; Q9BTU6; purified PI4K2A, ADP-Glo luminescence, 1 h; active compounds read low; activity change, negative = inhibition, % at 76.9 µM; 420,000 tested, 0.13% active; in the data active = activity change below about -50%; inconclusive = mostly about -30% to -49%;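 note: -100% = wells without enzyme as full effect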
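ADP-Glo luminescence measured ADP generated by PI4K2A enzyme (4 ug/mL before mixing) with 1.2 mM PI substrate (pre-mix) and 300 microM ATP (pre-mix). Tris pH7.5 buffer with MgCl2, Triton X-100; 1 h reaction at ambient temperature.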
RGS4 inhibitor – human RGS4 inhibition. P49798. Transcreener GDP fluorescence polarization, RGS4-accelerated GTP hydrolysis. Potency, µM (top dose mostly 114 µM), without a hit: at the highest dose activity change, negative = inhibition, most hits filed as inhibitors. 390,000 tested, 0.039% active; note: potency is the fitted concentration of half-maximal effect; % is set by controls: 0 for no effect and ±100 for the full control effect; nearly all actives have a fitted effect of over 75% in size; some results filed as inactive show a strong effect at the top dose
Target sequence (P49798 whole entry, looked up): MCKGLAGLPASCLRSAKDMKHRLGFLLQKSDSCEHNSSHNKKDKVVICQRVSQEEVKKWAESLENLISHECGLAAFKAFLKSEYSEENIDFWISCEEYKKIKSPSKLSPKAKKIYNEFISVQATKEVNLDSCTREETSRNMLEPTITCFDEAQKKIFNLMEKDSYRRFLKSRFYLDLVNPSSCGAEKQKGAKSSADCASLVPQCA
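MLSMR compounds (23 nl, pin-transferred) preincubated 10 min at room temperature with a 500nM (2x) first reagent, then RGS4 at 900nM (2x) plus Transcreener GDP mix added; fluorescence polarization (620/688 nm) read before and after 90 min at 30 °C.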
ALOX12 inh – blocks human arachidonate 12S-lipoxygenase; P18054; purified 12hLO, xylenol orange hydroperoxide absorbance; Potency, µM (doses to about 108 µM), without a hit: top-dose activity change, negative = inhibition, usual class: inhibitors; 580,000 tested, 1.1% active; AID 1671190; note: potency is the fitted concentration of half-maximal effect; % is set by controls: 0 for no effect and ±100 for the full control effect
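Purified human 12hLO at 150 nM in 25 mM Hepes, 0.01% Triton X-100, pH 7.0, preincubated 15 min at room temperature with compound. Reaction started with 40 uM arachidonic acid, 30 min at room temperature. Hydroperoxide measured by Fe-xylenol orange, 573/405 nm absorbance ratio.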
The depositor's hits bear a star; [ ] = remark or other dose. Unless noted, calls come from the whole dose curve; as a rule, active = well fitted curve in the direction sought with a large enough effect; inconclusive = small, poorly fitted or top-dose-only effect, or another doubt; inactive = no such curve, though single readings can be large; an effect the other way counts as inactive or inconclusive. The list is partial, so the mix of outcomes need not match the whole.

Start of the listing, in advance (two entries):
Screening Cc1ccc(C(=O)NC2CCN(C(=O)NCc3ccccc3)CC2)cc1 returned HP1b chromo inh 12%, G9a inh -41%, ERG Ets-DNA blk -4%, GLS inhibitor 0%, BAZ2B inh -11%, JMJD2A Tudor -12%, PI4K2A block -6, RGS4 inhibitor -21% and ALOX12 inh -24%.
Screening COc1ccc(Cl)cc1C(=O)Nc1nc2ccccc2[nH]1 returned HP1b chromo inh 31%, G9a inh 21%, ERG Ets-DNA blk -5%, GLS inhibitor 8%, BAZ2B inh -2%, JMJD2A Tudor -17%, PI4K2A block -14, RGS4 inhibitor -29% and ALOX12 inh 16%.

The listing (from the top)
Screening Cc1ccc(C(=O)NC2CCN(C(=O)NCc3ccccc3)CC2)cc1 returned HP1b chromo inh 12%, G9a inh -41%, ERG Ets-DNA blk -4%, GLS inhibitor 0%, BAZ2B inh -11%, JMJD2A Tudor -12%, PI4K2A block -6, RGS4 inhibitor -21% and ALOX12 inh -24%.
Screening COc1ccc(Cl)cc1C(=O)Nc1nc2ccccc2[nH]1 returned HP1b chromo inh 31%, G9a inh 21%, ERG Ets-DNA blk -5%, GLS inhibitor 8%, BAZ2B inh -2%, JMJD2A Tudor -17%, PI4K2A block -14, RGS4 inhibitor -29% and ALOX12 inh 16%.
`Cc1cc(Nc2cccc(Cl)c2)nc(NCc2ccccc2)n1` gave HP1b chromo inh 23%, G9a inh -10%[59 µM], ERG Ets-DNA blk -1%, GLS inhibitor -3%, BAZ2B inh -1%, JMJD2A Tudor -21%, PI4K2A block 4, RGS4 inhibitor 3% and ALOX12 inh inconclusive.
`COc1ccc(C(=O)NNS(=O)(=O)c2ccc(OC)cc2)cc1` gave HP1b chromo inh 37%, G9a inh 10%, ERG Ets-DNA blk -4%, GLS inhibitor -6%, BAZ2B inh -14%, JMJD2A Tudor 11%, PI4K2A block -6, RGS4 inhibitor 1% and ALOX12 inh -20%.
For CC(C)C1Cc2c(sc3c2c(=O)n(Cc2ccccc2)c2nncn32)CO1 (stereo not drawn) the results were HP1b chromo inh 22%, G9a inh -18%[12.7 µM], ERG Ets-DNA blk -1%, GLS inhibitor 6%, BAZ2B inh -5%, JMJD2A Tudor -6%, PI4K2A block -10, RGS4 inhibitor -7% and ALOX12 inh 214%[activator].
For COc1c2c(c(CCC(=O)O)c3c1C=CC(C)(C)O3)OC(C)(C)C=C2 the results were HP1b chromo inh 22%, ERG Ets-DNA blk inconclusive, GLS inhibitor -7%, JMJD2A Tudor -27%, PI4K2A block 0, RGS4 inhibitor -10% and ALOX12 inh 48%[activator].
For Cc1ccc(S(=O)(=O)c2nc(S(C)(=O)=O)sc2N2CC(C)OC(C)C2)cc1 (stereo not drawn) the results were HP1b chromo inh 39%, G9a inh 23%, ERG Ets-DNA blk -12%, GLS inhibitor -8%, BAZ2B inh -2%, JMJD2A Tudor 2%, PI4K2A block 7, RGS4 inhibitor 3% and ALOX12 inh 7%.
CC(C)(C)NC(=O)c1ccccc1-c1nc2ccccc2s1 was read as HP1b chromo inh 5%, G9a inh 17%[12.7 µM], ERG Ets-DNA blk 17%, GLS inhibitor -2%, BAZ2B inh -29%, JMJD2A Tudor -20%, PI4K2A block 2, RGS4 inhibitor -24% and ALOX12 inh 9%.
For O=C(CSc1nc2ccccc2[nH]1)c1ccc(Cl)s1 the results were HP1b chromo inh 2%, G9a inh inconclusive, ERG Ets-DNA blk -1%, GLS inhibitor 31%[activator], BAZ2B inh -3%, JMJD2A Tudor -18%, PI4K2A block 2, RGS4 inhibitor -29% and ALOX12 inh -15%.
`COc1cccc(-c2nnc(NC(=O)C3CCCCC3)o2)c1` gave HP1b chromo inh 55%[activator], G9a inh -6%, ERG Ets-DNA blk 18%, GLS inhibitor -5%, BAZ2B inh -3%, JMJD2A Tudor -19%, PI4K2A block 4, RGS4 inhibitor 2% and ALOX12 inh 13%.
Screening Cc1cnc(C(=O)OC(C)C(=O)Nc2ccccc2-c2ccccc2)cn1 (stereo not drawn) returned HP1b chromo inh 12%, G9a inh -48%, ERG Ets-DNA blk -2%, GLS inhibitor -1%, BAZ2B inh -6%, JMJD2A Tudor -6%, PI4K2A block 5, RGS4 inhibitor -36% and ALOX12 inh -6%.
For COc1ccc(NC(=O)CCCC2CCCCC2)cc1S(=O)(=O)N1CCCCC1 the results were HP1b chromo inh 6%, G9a inh -3%[59 µM], ERG Ets-DNA blk 1%, GLS inhibitor 6%, BAZ2B inh 6%, JMJD2A Tudor -14%, PI4K2A block -2, RGS4 inhibitor 6% and ALOX12 inh -7%.
For COc1ccc(NC(=O)CN2CCN(c3nc(-c4cccc(OC)c4)cs3)CC2)cc1 the results were HP1b chromo inh -20%, G9a inh 10µM*, ERG Ets-DNA blk 10%, GLS inhibitor 27%, BAZ2B inh inconclusive, JMJD2A Tudor inconclusive, PI4K2A block -4, RGS4 inhibitor -26% and ALOX12 inh 39%[activator].
For Cc1ccc(C(=O)Nc2cccc3ccccc23)cc1 the results were HP1b chromo inh 35%[activator], G9a inh 19%, ERG Ets-DNA blk 10%, GLS inhibitor 9%, BAZ2B inh 5%, JMJD2A Tudor -6%, PI4K2A block -6, RGS4 inhibitor 14% and ALOX12 inh 14%.
CC(Oc1ccccc1)C(=O)Nc1ccc(NC(=O)c2ccccc2)cc1 (stereo not drawn) was read as HP1b chromo inh 3%, G9a inh 12%, ERG Ets-DNA blk 6%, GLS inhibitor 11%, BAZ2B inh -13%, JMJD2A Tudor -9%, PI4K2A block 5, RGS4 inhibitor 23% and ALOX12 inh inconclusive.
Screening COc1ccc(CC(=O)NNC(=O)CSc2nnc(C)n2-c2ccccc2)cc1 returned HP1b chromo inh 21%, G9a inh inconclusive, ERG Ets-DNA blk 3%, GLS inhibitor 4%, BAZ2B inh 7%, JMJD2A Tudor -35%, PI4K2A block 2, RGS4 inhibitor -22% and ALOX12 inh -11%.
Screening COc1ccc(-c2noc(-c3ccc(N4CCC(C)CC4)c([N+](=O)[O-])c3)n2)cc1OC returned HP1b chromo inh 38%, G9a inh -9%[59 µM], ERG Ets-DNA blk -3%, GLS inhibitor 5%, BAZ2B inh inconclusive, JMJD2A Tudor -17%, PI4K2A block -7, RGS4 inhibitor 3% and ALOX12 inh -14%.
COc1ccccc1Oc1ccc(S(=O)(=O)N2CCCCC2C)cc1 (stereo not drawn) was read as HP1b chromo inh 50%[activator], G9a inh 76%[activator], ERG Ets-DNA blk 4%, GLS inhibitor 3%, BAZ2B inh -1%, JMJD2A Tudor 42%[activator], PI4K2A block -5, RGS4 inhibitor 15% and ALOX12 inh 15%.
`COc1ccc2[nH]c(C)c(CCNC(=S)Nc3ccccc3OC)c2c1` gave HP1b chromo inh 1%, G9a inh 56µM*, ERG Ets-DNA blk 0%, GLS inhibitor 18%, JMJD2A Tudor inconclusive, PI4K2A block 4, RGS4 inhibitor 4% and ALOX12 inh inconclusive.
`COc1ccc2c(c1)c(C(=O)N/N=C/c1ccc(OC)c(OC)c1)c(C)n2C` gave HP1b chromo inh 23%, G9a inh 4%[59 µM], ERG Ets-DNA blk 3%, GLS inhibitor 1%, BAZ2B inh 5%, JMJD2A Tudor -23%, PI4K2A block 3, RGS4 inhibitor -16% and ALOX12 inh 2%.
For CCOC(=O)c1cnc2c(C)cccc2c1Nc1cccc(C(=O)O)c1 the results were HP1b chromo inh 36%, ERG Ets-DNA blk -3%, GLS inhibitor -4%, BAZ2B inh -6%, JMJD2A Tudor -13%[11.4 µM], PI4K2A block -2, RGS4 inhibitor 10%[11.4 µM] and ALOX12 inh 0%.
`Cc1ccc(S(=O)(=O)C2(C(=O)O)CCCC2)cc1C` gave HP1b chromo inh 29%, G9a inh -7%[59 µM], GLS inhibitor -6%, BAZ2B inh 11%, JMJD2A Tudor -14%, PI4K2A block -4, RGS4 inhibitor -17% and ALOX12 inh 17%.
For C[C@H](NC(=O)OCc1ccccc1)C(=O)N[C@@H](Cc1c[nH]c2ccccc12)C(=O)O the results were HP1b chromo inh 41%[activator], G9a inh -12%[2.33 µM], ERG Ets-DNA blk 1%, GLS inhibitor 6%, BAZ2B inh 8%, JMJD2A Tudor -8%, PI4K2A block -1, RGS4 inhibitor -4% and ALOX12 inh -6%.
COc1ccc(N2CCN(C(=O)CC34CC5CC(CC(C5)C3)C4)CC2)c([N+](=O)[O-])c1 was read as HP1b chromo inh inconclusive, G9a inh inconclusive, ERG Ets-DNA blk 20%, GLS inhibitor -8%, BAZ2B inh 35µM*, JMJD2A Tudor 28µM*, PI4K2A block 3, RGS4 inhibitor -29% and ALOX12 inh 0%.
`Cc1ccc(OCCCC(=O)N(C)CC(=O)Nc2ccccc2Cl)cc1` gave HP1b chromo inh 10%, G9a inh 6%[12.7 µM], ERG Ets-DNA blk 3%, GLS inhibitor 3%, BAZ2B inh -4%, JMJD2A Tudor -14%, PI4K2A block 5, RGS4 inhibitor 13% and ALOX12 inh -17%.
Screening COC(=O)c1sc2nc(CN3CCN(c4ccc(OC)cc4)CC3)[nH]c(=O)c2c1C returned HP1b chromo inh 18%, G9a inh -38%, ERG Ets-DNA blk -1%, GLS inhibitor 8%, BAZ2B inh -35%, JMJD2A Tudor 7%, PI4K2A block -1, RGS4 inhibitor -10% and ALOX12 inh -13%.
